TEAD-YAP block: TEAD-YAP interaction inhibition, primary screen, TEAD-YAP interaction inhibitor project, luminescence, HEK-TIYL cells; AID 1259422, 2018; 640,000 compounds, 1.4% hits; TEAD-Gal4/YAP UAS-luciferase luminescence; inhibition, % at 9.12 µM; in the data active = inhibition above about 32%;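 also: 0% = median of test compound wells and 100% = reference inhibitor wells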
MITF primary: MITF inhibitors, primary screen, biochemical, AlphaScreen, human. Microphthalmia-associated transcription factor (Homo sapiens), O75030. AlphaScreen MITF homodimerization, bead proximity signal. inhibition, % at 2.6 µM. 650,000 compounds, 0.91% hits. AID 1259374, 2018; in the data active = inhibition above about 50%;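 also: 0% = vehicle wells with protein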
GPR151 activ: activators of human GPR151, primary screen, cell-based, PathHunter beta-arrestin, luminescence. AID 1508602, 2020. activation, % at 11.2 µM. PathHunter beta-arrestin GPR151 cells. 650,000 compounds, 1% hits. G-protein coupled receptor 151 (Homo sapiens), Q8TDV0; in the data active = activation above about 4.9%;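 also: 0% = median of compound wells and 100% = cells with positive control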
Target sequence (Q8TDV0 whole entry, looked up): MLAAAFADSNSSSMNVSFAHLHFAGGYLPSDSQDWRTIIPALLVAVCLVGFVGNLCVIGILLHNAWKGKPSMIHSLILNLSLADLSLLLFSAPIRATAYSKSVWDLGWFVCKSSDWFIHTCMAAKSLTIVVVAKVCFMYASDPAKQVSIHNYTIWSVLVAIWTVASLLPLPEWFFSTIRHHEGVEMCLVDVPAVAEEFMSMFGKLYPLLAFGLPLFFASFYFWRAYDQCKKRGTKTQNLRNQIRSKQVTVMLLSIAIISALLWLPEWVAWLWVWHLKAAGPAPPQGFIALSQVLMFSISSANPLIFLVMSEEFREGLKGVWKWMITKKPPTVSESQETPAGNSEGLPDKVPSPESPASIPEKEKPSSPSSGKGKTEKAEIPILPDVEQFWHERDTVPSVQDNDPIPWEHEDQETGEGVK
FBW7 activator: FBW7 E3 ligase activators, primary screen, biochemical, AlphaScreen, human. F-box/WD repeat-containing protein 7 (Homo sapiens), Q969H0. AlphaScreen FBW7–phospho-cyclin E peptide binding, activator screen. normalized activity (activation), % at 26.1 µM. 650,000 compounds, 0.13% hits; in the data active = normalized activity above about 1.9%;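 also: purified mutant Fbw7 with reduced substrate affinity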
* marks the source's active call; other numbers are inactive results; . = not tested or not shown; & = joins results of further samples.

mol	FBW7 activator	GPR151 activ	TEAD-YAP block	MITF primary
Cc1cc(C)c2c(N)c(C(=O)Nc3ccc(Br)cc3)sc2n1	0.3	1.7	-87	6
Cc1ccccc1-c1nc(CN2CCC(C(=O)O)CC2)c(C)o1	-0.1	1.1	11	3
CC(C)C(c1nnnn1Cc1ccccc1)N1CCN(Cc2ccco2)CC1 (configuration not stated)	0.3	-0.3	5	15
NC(=O)c1ccc(NC(=O)COC(=O)COc2ccccc2F)cc1	0.1	-0.5	4	8
O=C(Cn1nc(-c2ccccc2)c2ccccc2c1=O)c1ccccc1	0.1	-0.3	-14	0
O=C(CNc1ccc(Cl)cc1)N/N=C/c1ccc(F)cc1	0.5	0.0	4	-4
O=C(CN1CCCCCCC1)N/N=C/c1ccccc1Br	-0.2	-0.7	-7	33
COCCN1C(=O)C(=O)/C(=C(\O)c2ccccc2)C1c1ccccc1F (configuration not stated)	0.5	-0.5	9	22
NS(=O)(=O)c1ccc(NC(=O)COc2ccccc2)cc1	-0.2	-0.5	0	-5
Cn1nccc1Nc1nc(NCc2cccc(C(F)(F)F)c2)c2ncn(Cc3ccc(C(F)(F)F)cc3)c2n1	0.1	-0.1	5	6
COc1ccc(-c2nc3ccccc3c(=O)n2NCc2ccccc2)cc1	0.0	0.1	25	2
O=C(c1nn2c(C(F)(F)F)cc(-c3ccccc3)nc2c1Br)N1CCOCC1	0.0	1.7	6	3
COc1ccc2ccccc2c1C1C(C(C)=O)=C(C)N=c2s/c(=C\c3ccco3)c(=O)n21 (configuration not stated)	-0.6	-0.1	-4	11
CN(CCO)CCNc1cc(N2CCOCC2)c2noc3c2c1C(=O)c1ccccc1-3	-0.5	-2.1	-26	39
CCOC(=O)c1c(O)c(=O)[nH]c2ccccc12	0.8	0.2	6	16
COc1ccccc1OC(C)C(=O)Nn1c(=S)[nH]c2ccccc2c1=O (configuration not stated)	-0.2	0.8	-6	4
Cc1cc(C)nc(N2CCN(S(=O)(=O)c3ccc(Cl)cc3)CC2)n1	-0.1	0.1	3	-10
Cc1ccc(NC(=O)CSc2nc3nc(C)c(Cc4ccccc4Cl)c(C)n3n2)cc1	0.0	-0.2	25	10
O=C(COc1ccccc1Br)NCc1cccs1	0.1	0.2	-53	11
CN(C)c1ccc(/C=C/c2cc(C(C)(C)C)nc(C(C)(C)C)c2)cc1	-0.2	0.0	3	-11
Nc1ccc(Br)cc1-c1nc2ccccc2[nH]c1=O	-0.1	-1.9	-32	13
COCCN1C(=O)CC(CC(=O)N2CCC(C)CC2)(c2cccc(OC)c2)C1=O (configuration not stated)	0.0	-0.8	-3	18
CC(=O)C1=C(C)N(Cc2ccccc2)C(=O)N[C@@H]1CCc1ccccc1	-0.1&0.3	-0.4&-0.2	.	5&-24
CCCCN(C)C(=O)c1cc(-c2cccc3cccnc23)cc(-n2cnnn2)c1	0.1	-0.9	-9	12
COc1ccc2c(CNCCCc3ccccc3)c(C(=O)O)[nH]c2c1	0.0	2.8	6	5

Brought forward from above: three entries, then new ones.
mol	FBW7 activator	GPR151 activ	TEAD-YAP block	MITF primary
CC(=O)C1=C(C)N(Cc2ccccc2)C(=O)N[C@@H]1CCc1ccccc1	-0.1&0.3	-0.4&-0.2	.	5&-24
CCCCN(C)C(=O)c1cc(-c2cccc3cccnc23)cc(-n2cnnn2)c1	0.1	-0.9	-9	12
COc1ccc2c(CNCCCc3ccccc3)c(C(=O)O)[nH]c2c1	0.0	2.8	6	5
O=c1cc(CO)oc(C(Nc2ncccn2)c2ccc(F)cc2)c1O (configuration not stated)	0.4	-0.5	-4	3
O=C(CSc1nncn1-c1ccccc1)N1CCc2ccccc21	0.1	0.5	1	0
COc1ccc(/C=C/C(=O)Nc2ccccc2C(N)=O)cc1OC	-0.1	-0.1	-33	15
CCOc1cc(/C=N/Nc2nnc3c(n2)[nH]c2ccccc23)ccc1O	-0.1	1.9	-4	-3
Cc1c(Cl)cccc1NC(=O)c1ccccc1Cl	0.1	-0.6	-72	-10
Cc1ccc(CN2CCN3C(=O)[C@H](CO)N(C)C(=O)[C@H]3C2)cc1	0.1	-0.7	-4	-21
CCN(CC)C(=O)N1CCCC(c2nc(C)ncc2-c2cc(C)no2)C1 (configuration not stated)	-0.1	0.0	6	15
O=C(c1ccc(S(=O)(=O)N2CCCCCC2)cc1)N1CCN(c2ccccc2)CC1	0.0	0.0	-8	7
CC(C)[C@@H](CO)Nc1ccc2ncc(-c3ccc(N4CCOCC4)cc3)n2n1	0.1	-0.3	3	-9
CC1=NN(C(=O)c2sc3cc(F)ccc3c2Cl)C(O)(C(F)(F)F)C1 (configuration not stated)	0.2	-1.0	9	10
CCn1cnc2c(sc3nc4c(cc32)COC(C)(C)C4)c1=O	-0.1	0.7	-34	-1
CC(=O)Nc1cc(-c2ccccc2)ccc1O	0.6	-1.2	-7	14
COc1ccc(C(NC(=O)C2CCN(C(=O)c3ccoc3)CC2)c2ccccn2)cc1 (configuration not stated)	1.4	0.3	-9	-3
Cc1cc(NC(=O)CSc2nc3ccsc3c(=O)n2CCCCCC(=O)NCCc2ccccc2)n[nH]1	0.0	-0.6	3	-6
CC(C)(C)c1csc2ncc(C(=O)NCCc3ccccn3)c(=O)n12	-0.4	-0.1	-10	4
C=CCOc1ccc(/C=C\c2nc(O)c([N+](=O)[O-])c(=O)[nH]2)cc1	-0.1	-0.4	-1	15
Cc1ccccc1CNc1ncnc2c1ncn2C1OC(CO)C(O)C1O (configuration not stated)	0.0	-1.0	-24	14
Cc1ccc(/C(O)=C2/C(=O)C(=O)N(CCCN(C)C)C2c2ccco2)cc1 (configuration not stated)	0.0	-1.8	-2	-10
COc1cccc(CNC(=O)c2ccc3c(c2)NC(=O)C(CSCc2ccc(Cl)cc2)N3)c1 (configuration not stated)	0.4	0.2	2	12
COc1ccc(C)cc1NC(=O)C(C)N(c1ccc(C)cc1)S(C)(=O)=O (configuration not stated)	-0.1	1.0	1	7
Cc1ccccc1Nc1ncnc2c1c(-c1ccccc1)cn2-c1ccccc1	0.5	-0.1	-20	21
CCC(CC)C(=O)Nc1c2c(nn1-c1cccc(C)c1C)CSC2	0.7	1.0	2	0
CC1CN(C(=O)CCCOc2ccc(Cl)cc2Cl)CC(C)O1 (configuration not stated)	-0.1	-2.1	-7	-3
Cc1ccc(OCC(=O)N(C)C2(C)CCS(=O)(=O)C2)c(C)c1 (configuration not stated)	0.2	-0.9	-8	-3
COc1cccc(C(=O)Nc2nc3c(OC)ccc(Cl)c3s2)c1OC	-0.1	1.1	-8	4

(more compounds)
mol	FBW7 activator	GPR151 activ	TEAD-YAP block	MITF primary
COc1ccc(C(=O)CSc2nnc(C)o2)cc1	-0.2	0.9	-29	-9
CCOC(=O)c1c(C)c(C(=O)NC2CCCCC2)c(C)n1CC	0.1	0.5	-7	-20
COCCNC(=O)c1noc2c1COc1ccc(C)cc1-2	0.0	-0.7	-30	11
COc1cc2cc(CN(CCCO)C(=O)Nc3ccccc3Cl)c(=O)[nH]c2cc1OC	0.3	-0.9	-1	21
O=C(COc1ccc(S(=O)(=O)NCCc2ccccc2)cc1)Nc1ccccc1Cl	-0.1	0.1	0	4
CCOC(=O)c1ccc(NC(=O)COc2ccc(Br)c(C)c2)cc1	0.1	1.8	-9	4
N#Cc1ccccc1OCC(=O)N/N=C/c1ccc(Cl)cc1Cl	-0.2	-0.7	-1	2
CCCC(c1nnnn1CC1CCCO1)N1CCN(c2cccc(Cl)c2)CC1 (configuration not stated)	-0.2	1.2	-2	2
CCN(CC)C(=O)C1CCCN(C2CCC(=O)N(Cc3ccccc3Cl)CC2)C1 (configuration not stated)	0.0	1.7	3	-11
O=C(N/N=C/c1ccccn1)c1cc(-c2cccc([N+](=O)[O-])c2)n[nH]1	0.4	-0.6	5	28
COCCn1c(=S)[nH]c2ccc(N(C)C)cc2c1=O	0.3	-1.4	18	-3
CC(=O)c1ccc(OCCOc2ccc(Br)cc2)cc1	0.1	0.0	2	12
COc1ccc(-n2c(SCCC(=O)O)nnc2-c2ccc(OC)c(OC)c2)cc1	0.0	0.5	0	10
O=[N+]([O-])c1cc(C(F)(F)F)ccc1Sc1nnc(-c2cccc(Br)c2)n1-c1ccccc1	-0.2	0.5	8	11
CC(C)COC(=O)c1ccc(/C=N/O)cc1	0.2	2.3	-2	9
COc1ccc(OC)c(-n2c(CNC(=O)c3ccco3)nnc2SCC(=O)Nc2ccc(F)cc2)c1	0.1	0.8	7	2
COCCN1C(=O)c2ccc3c4c(ccc(c24)C1=O)C(=O)N(CCOC)C3=O	0.0	-0.3	1	-16
N#Cc1c(-c2ccccc2)cc(-c2ccccc2)nc1SCC(O)CS(=O)Cc1ccccc1 (configuration not stated)	0.1	0.6	6	-5
CCOc1ccccc1CN1CCN(Cc2csc(C(C)=O)c2)CC1CCO (configuration not stated)	0.3	-1.6	3	9
O=C(N/N=C\c1cc(Br)ccc1F)c1ccc(=O)[nH]n1	-0.1	1.1	-11	-6
CC(=O)c1ccc(-c2cnc3ccc(NCc4ccc5c(c4)OCO5)nn23)s1	-0.1	-0.6	9	-3
CCOc1ccc(CC(=O)NCCc2csc3nc(-c4ccc(OC)cc4)nn23)cc1	-0.2	0.6	11	6
Cc1cc2c(cc1S(=O)(=O)NC1CCCCCC1)OCCN2C	0.0	-0.4	-17	-13
Nc1nnc(SCc2cccc(Oc3ccccc3)c2)s1	0.0	0.0	-31	-11
Cc1nn(CC(=O)N(C)c2ccc(OC(F)(F)F)cc2)c(C)c1[N+](=O)[O-]	0.0	-0.6	11	-4

Next section (5 carried over from the part before).
mol	FBW7 activator	GPR151 activ	TEAD-YAP block	MITF primary
CC(=O)c1ccc(-c2cnc3ccc(NCc4ccc5c(c4)OCO5)nn23)s1	-0.1	-0.6	9	-3
CCOc1ccc(CC(=O)NCCc2csc3nc(-c4ccc(OC)cc4)nn23)cc1	-0.2	0.6	11	6
Cc1cc2c(cc1S(=O)(=O)NC1CCCCCC1)OCCN2C	0.0	-0.4	-17	-13
Nc1nnc(SCc2cccc(Oc3ccccc3)c2)s1	0.0	0.0	-31	-11
Cc1nn(CC(=O)N(C)c2ccc(OC(F)(F)F)cc2)c(C)c1[N+](=O)[O-]	0.0	-0.6	11	-4
Cc1ccccc1NC(=O)c1ccc(F)c(S(=O)(=O)NCc2ccc(F)cc2)c1	0.0	-0.6	4	5
Cc1ccc(C2=NC(=C(Cl)Cl)C(=O)N2)cc1	0.2	0.9	-1	5
C=CCOc1ccc(C(=O)NC2CCCCC2)cc1	0.0	-1.6	-8	2
O=C(/C=C/c1ccco1)Nc1sc2c(c1C(=O)O)CCCC2	-0.1	-3.9	18	8
CC(=O)N[C@H]1[C@@H](OCc2ccccc2)O[C@H](CO)[C@@H](O)[C@@H]1OC(=O)c1ccccc1	-0.1	1.0	-1	-6

Source: PubChem (The Scripps Research Institute Molecular Screening Center)
